ERp5 block – blocks human ERp5 reductase activity on insulin. Q15084. ERp5 insulin aggregation, absorbance 650 nm, 90 min. inhibition, % at 9.99 µM. actives 0.05% (n = 350,000);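 active means mean replicate inhibition above about 25%, with every replicate also reaching it, limit read from the data, passing the limit was not always enough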
Target sequence (Q15084 whole entry, looked up): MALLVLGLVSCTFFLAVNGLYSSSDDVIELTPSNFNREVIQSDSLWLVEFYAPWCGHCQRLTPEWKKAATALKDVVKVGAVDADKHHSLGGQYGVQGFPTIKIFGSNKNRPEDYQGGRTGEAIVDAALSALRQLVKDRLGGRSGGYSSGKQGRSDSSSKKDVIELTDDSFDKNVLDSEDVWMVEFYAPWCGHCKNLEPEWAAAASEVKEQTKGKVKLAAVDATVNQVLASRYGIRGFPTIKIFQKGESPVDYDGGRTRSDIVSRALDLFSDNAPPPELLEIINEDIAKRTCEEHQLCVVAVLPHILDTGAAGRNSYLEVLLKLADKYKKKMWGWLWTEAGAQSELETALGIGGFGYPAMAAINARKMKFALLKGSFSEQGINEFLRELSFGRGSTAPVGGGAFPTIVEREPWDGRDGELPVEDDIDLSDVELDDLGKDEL
RAD52 anneal inh – blocks human RAD52 DNA annealing | P43351 | recombinant RAD52 DNA annealing, FRET fluorescence | actives 0.46% (n = 360,000) | inhibition, % at 18.7 µM;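 active means every replicate showing at least 50% inhibition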
ARNT TACC3 PPI – disrupts binding between human ARNT and TACC3. Q9Y6A5. inhibition, % at 9.99 µM. actives 0.66% (n = 390,000). AID 623870. AlphaScreen His-ARNT PAS-B/GST-TACC3 binding, luminescence; TACC3 fragment carries E629A point mutation;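 active means mean inhibition of replicates at least 50% and at least half of replicates each reaching 50%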;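 further: 0% = complete ARNT plus TACC3 wells and 100% = ARNT alone without TACC3; many hits fall short of the cut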
PglD DTNB – blocks C. jejuni PglD acetyltransferase activity; purified PglD enzyme, DTNB colorimetric CoA detection; inhibition, % at 12.5 µM; actives 0.098% (n = 360,000); in the data active means inhibition above about 16%, passing the limit was not always enough; further: strong numbers were not always called active
Casp6 inh – inhibitors of human caspase-6; actives 0.53% (n = 350,000); purified caspase-6, Z-VEID-R110 cleavage fluorescence; inhibition, % at 12.5 µM; AID 686996; P55212;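 active means mean inhibition across replicates at least about 35%, with every replicate also reaching that limit, limit read from the data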;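 further: 0% = median of neutral control wells and 100% = no fluorescence left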
Target sequence (P55212 24-179 limits assumed): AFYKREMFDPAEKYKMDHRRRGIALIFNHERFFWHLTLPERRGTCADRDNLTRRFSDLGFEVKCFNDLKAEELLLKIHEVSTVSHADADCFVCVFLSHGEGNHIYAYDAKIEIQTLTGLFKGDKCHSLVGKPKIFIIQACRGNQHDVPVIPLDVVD
Target sequence (P55212 194-293 limits assumed): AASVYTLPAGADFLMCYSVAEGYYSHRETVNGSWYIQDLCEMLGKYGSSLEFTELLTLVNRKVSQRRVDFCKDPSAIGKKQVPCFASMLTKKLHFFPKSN
E-sel inducer – E-selectin induction on HUVECs. P16581. HUVEC E-selectin immunofluorescence imaging; normalized: neutral wells 0, TNF-alpha wells 100. activation, % at 7.58 µM. actives 0.37% (n = 260,000). AID 686992;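 active means mean E-selectin-positive cell signal at least 10% of the positive control, reached in at least 60% of replicates, without over 20% cell loss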;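 further: in these data hits start at about 27%; measured in HUVEC primary endothelial cells; signal is the percent of cells scored E-selectin positive by PE staining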
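Read-out: % PE-positive cells | Test system: HUVEC | Doses: One compound dose added by pin transfer | Buffer or medium: EGM-2 over gelatin coat | Signal: Immunofluorescence imaging | Benchmarks: TNF-alpha, DMSO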
RAD54 inh – inhibitors of human RAD54 branch migration; RAD54 Holliday junction branch migration, FAM/BHQ fluorescence; Q92698; inhibition, % at 10.4 µM; actives 0.14% (n = 360,000);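 active means mean normalized replicate activity at least 40 and at least half of replicates scoring 40 or more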;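 further: 0% = median of neutral control wells and 100% = median of positive control wells; inhibitors cause a drop in the FAM fluorescence signal; in these data hits start at about 50%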
esBAF inh – inhibitors of esBAF chromatin remodeling in mouse ES cells | Bmi1-luciferase knock-in reporter, 24 h; 100% = twice the neutral-well signal | reporter increase, % at 12.5 µM | actives 2% (n = 350,000); in the data active means activation above about 40%;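 further: 0% = median of the plate's neutral control wells and 100% = double that signal; a rise in the Bmi1 reporter signal indicates esBAF inhibition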
The depositor's hits bear a star; nt = no result given. This is a random part of the collection. Share with any hit: about 3.2%.

SMILES	ERp5 block	RAD52 anneal inh	ARNT TACC3 PPI	PglD DTNB	Casp6 inh	E-sel inducer	RAD54 inh	esBAF inh
COc1ccc(CCN(C)C(=O)c2c(C)nn(-c3ccccc3)c2C)cc1OC	5	-3	-14	-4	-135	0.7	7	-3
CCCCNC(=O)Cn1cnc2ccc(S(=O)(=O)N3CCC(C)CC3)cc2c1=O	-1	-20	1	nt	0	nt	nt	nt
Cc1cc(C(=O)CN2C(=O)NC3(CCCCC3)C2=O)c(C)n1Cc1ccco1	2	-18	0	-1	4	-0.2	6	nt
CC(C)C#Cc1cnc2c(c1)C(=O)N([C@@H](C)CO)C[C@@H](C)[C@@H](CN(C)C(=O)Nc1ccccc1F)O2	13	-1	-7	1	0	-0.1	2	-2
CCC(C(=O)Nc1cc(C)cc(C)n1)c1ccccc1 (centres undefined)	1	-25	nt	3	-2	nt	1	nt
CN(C)CC#Cc1ccc([C@@H]2[C@@H](CO)N3CCCCN(C(=O)c4ccc5c(c4)OCO5)C[C@H]23)cc1	-10	20	5	-5	-2	-0.1	1	-1
Cc1cc(=O)oc2cc(OCC(=O)N3CCN(C(=O)C4COc5ccccc5O4)CC3)c(Cl)cc12 (centres undefined)	4	-3	-12	2	-1	nt	-3	-5
C[C@@H]1CN([C@H](C)CO)C(=O)Cc2cc(NC(=O)Nc3ccccc3)ccc2O[C@H]1CN(C)Cc1ccncc1	3	-2	0	2	0	-0.2	-9	-3
CC(=O)N1[C@@H]2c3ccc(-c4cccnc4)c(=O)n3C[C@@H]2[C@@H](CO)[C@@H]1C(=O)N1CCc2ccccc2C1	-1	-5	22	4	0	-0.3	4	6
COc1ccc(NC(=O)C2Cc3c(-c4ccncc4)ccnc3O2)cc1OC (centres undefined)	-1	-4	nt	2	4	0.0	7	6
O=C(Nc1ccc(F)cc1)N[C@@H]1C=C[C@H](CC(=O)N2CCCCC2)O[C@@H]1CO	-5	13	nt	3	-5	-0.2	-11	1
Cc1[nH]c2ccccc2c1/C=N/NC(=O)CNC(=O)Cc1ccccc1	6	-6	26	-1	3	nt	-2	-3
COc1cc(Cl)c(C)cc1NC(=O)COC(=O)c1cc[n+]([O-])cc1	1	-18	-2	nt	-4	-3.7	nt	nt
COc1ccc(OC)c(C(C)NC(=O)Nc2cccc(C(C)=O)c2)c1 (centres undefined)	-10	-1	-4	nt	5	nt	nt	nt
CN1c2ccc(Br)cc2[C@H]2[C@H](CCN2S(=O)(=O)c2ccc(F)cc2)[C@@H]1CO	10	-5	-11	-1	-5	3.5	-3	2
COc1ccc(CN(C)C[C@@H]2Oc3c(NS(=O)(=O)c4cccs4)cccc3C(=O)N([C@H](C)CO)C[C@@H]2C)cc1	-8	-6	-6	6	-2	-0.2	2	-3
Cc1cc(C)cc(NC(=O)CN2CCN(c3ccccc3)CC2)c1	-7	-7	5	-1	1	nt	0	0
C[C@H](CO)N1C[C@H](C)[C@@H](CN(C)C(=O)Nc2ccc(F)cc2)Oc2cc(-c3cccc(C(=O)N(C)C)c3)ccc2S1(=O)=O	-5	2	1	1	2	0.3	-2	-2
C[C@@H]1CN([C@H](C)CO)C(=O)c2cc(/C=C/c3ccccc3)cnc2O[C@@H]1CN(C)C(=O)Cc1cccnc1	9	2	-5	-2	1	-0.1	1	-2
CCCCNC(=O)CSc1nccn1Cc1ccccc1	0	0	0	nt	1	nt	nt	0

A draw from above in order of number of heavy atoms, falling.
SMILES	ERp5 block	RAD52 anneal inh	ARNT TACC3 PPI	PglD DTNB	Casp6 inh	E-sel inducer	RAD54 inh	esBAF inh
C[C@H](CO)N1C[C@H](C)[C@@H](CN(C)C(=O)Nc2ccc(F)cc2)Oc2cc(-c3cccc(C(=O)N(C)C)c3)ccc2S1(=O)=O	-5	2	1	1	2	0.3	-2	-2
CC(=O)N1[C@@H]2c3ccc(-c4cccnc4)c(=O)n3C[C@@H]2[C@@H](CO)[C@@H]1C(=O)N1CCc2ccccc2C1	-1	-5	22	4	0	-0.3	4	6
O=C(Nc1ccc(F)cc1)N[C@@H]1C=C[C@H](CC(=O)N2CCCCC2)O[C@@H]1CO	-5	13	nt	3	-5	-0.2	-11	1
COc1ccc(OC)c(C(C)NC(=O)Nc2cccc(C(C)=O)c2)c1 (centres undefined)	-10	-1	-4	nt	5	nt	nt	nt
CCC(C(=O)Nc1cc(C)cc(C)n1)c1ccccc1 (centres undefined)	1	-25	nt	3	-2	nt	1	nt

Following part.
SMILES	ERp5 block	RAD52 anneal inh	ARNT TACC3 PPI	PglD DTNB	Casp6 inh	E-sel inducer	RAD54 inh	esBAF inh
CO[C@H]1CN(C)C(=O)c2cc(NC(=O)C3CC3)ccc2OC[C@H](C)N(C(=O)CN2CCOCC2)C[C@H]1C	4	-19	-2	-3	nt	0.0	6	-2
COc1ccccc1CN1CCC(CNS(=O)(=O)c2cc(-c3cc(C)no3)ccc2OC)CC1	3	4	-20	7	11	nt	-10	-3
CC(C)(C)C(=O)/C=C1\SCC(=O)N1CC(=O)N1CCN(c2ccccc2)CC1	-2	-17	-2	-7	0	1.6	5	8
O=C(C[C@@H]1CC[C@@H](NS(=O)(=O)c2ccc(F)cc2)[C@@H](CO)O1)NCc1ccccc1F	-6	-4	nt	nt	0	-0.4	nt	nt
CN(C)CCNC(=O)c1cccc(S(=O)(=O)Nc2ccc(F)cc2)c1	7	1	-5	nt	-2	0.0	nt	nt
COc1cc(C=O)ccc1OCCOCCOc1ccc(Cl)cc1Cl	nt	nt	-9	0	nt	nt	-6	5
O=C(COc1ccccc1Cl)Nc1ccc(C(=O)O)cc1NC(=O)COc1ccccc1Cl	-6	-21	-1	-2	6	-0.1	-7	-15
CO/N=C/CC(=O)c1cnc(-c2ccccc2)s1	-8	-17	-1	4	0	-0.7	-15	4
COc1cccc(NC(=O)Nc2cnccn2)c1	4	-7	-3	nt	-2	nt	nt	nt
COc1ccc(N(CC(=O)N2CCOCC2)S(C)(=O)=O)c(OC)c1	4	-12	26	2	-1	nt	-8	-5
COc1cccc(CNC(=O)CCC2CCCN(C(=O)c3csc(C(C)C)n3)C2)c1 (centres undefined)	0	-1	6	nt	-2	nt	nt	nt
Cc1c(C(=O)Nc2ccccc2N2CCN(C)CC2)oc2ccc(F)cc12	2	-2	5	-2	-5	-0.5	12	3
CC(C)(C)C(=O)NC(=S)Nc1ccc(Cl)c(C(=O)O)c1	1	-12	-3	nt	3	nt	nt	nt
CNc1nc(Nc2ccc(C(C)=O)cc2)nc(OC(C(F)(F)F)C(F)(F)F)n1	nt	nt	-2	11	nt	nt	-2	9
COc1ccccc1-c1cnc2c(c1)C(=O)N([C@@H](C)CO)C[C@@H](C)[C@H](CN(C)C(=O)CN(C)C)O2	12	-3	-5	-3	1	0.6	0	2
CSc1ccccc1NC(=O)C1(C)CCN1C(=O)Cc1ccc(Cl)cc1Cl (centres undefined)	7	-11	nt	-3	0	-0.6	2	-2
NS(=O)(=O)c1cc(C(=O)OCC(=O)Nc2ccc(N3CCCCC3)cc2)ccc1Cl	1	3	1	-1	1	nt	9	6
CN1C(=O)c2cc(NC(=O)C3CCOCC3)ccc2OC[C@H]2O[C@@H](CC(=O)NCC3CCCCC3)CC[C@@H]21	-2	8	14	2	nt	0.2	-9	1
O=C(Nc1ccc(-n2cnnn2)cc1)C(c1ccccc1)c1ccccc1	2	-3	-6	nt	3	3.9	nt	nt
CCn1ccc(C(=O)N2CCOCC2)n1	-5	0	-10	nt	4	nt	nt	nt
Cc1cc(C)cc(NC(=O)CSc2nc3[nH]c(=O)cc(O)c3s2)c1	5	-24	-10	10	6	nt	2	-8
CC1CN(S(=O)(=O)N(C)C)CCN1S(=O)(=O)N(C)C (centres undefined)	1	2	0	0	-1	nt	-4	-5
CC(=O)Nc1cc(-c2ccc(F)cc2)cn2c(-c3ccc(F)cc3)cnc12	-7	-12	nt	1	4	-0.2	6	-6
COc1ccc(Cl)cc1NC(=O)CN1CCN(Cc2ccccc2)CC1	0	-3	-3	-2	-3	nt	-7	-8
CCNC(=O)NNC(=O)C1CC(c2cccs2)=NO1 (centres undefined)	8	-4	nt	9	2	nt	7	-4
COc1cc(C(=O)Nn2c(O)c(C3=c4ccccc4=NC3=O)sc2=S)ccc1O	2	2	-2	nt	1	nt	nt	nt
CC(C)(C)S(=O)N1Cc2cc(C(=O)NCCCN3CCOCC3)nc(-c3cccc(-c4cc5ccccc5o4)c3)c2[C@H]1CCO (some centres undefined)	3	38	nt	-2	-3	0.3	0	-6
C[C@@H](NC(=O)[C@H]1[C@H](CO)[C@H]2Cn3c(cccc3=O)[C@H]2N1Cc1ccncc1)c1ccccc1	-2	-16	-15	2	0	-0.1	1	-1
COc1ccc(CNC(=O)C[C@H]2C[C@@H]3c4cc(NC(=O)CC5CC5)ccc4O[C@@H]3[C@H](CO)O2)cc1	nt	nt	-7	5	nt	-0.8	-4	-7
CN(CC(=O)Nc1ccc(F)c(F)c1F)C(=O)CCCSc1nc2ccccc2[nH]1	3	5	2	nt	1	nt	nt	-4
COc1cccc(-c2ccc([C@H]3[C@@H](CO)N(C(=O)Cc4ccccc4)[C@H]3C#N)cc2)c1	6	-114	-20	3	-6	-0.5	-33	11
COC(=O)c1c(NC(=O)C2CC=CCC2C(=O)O)sc(C)c1C (centres undefined)	nt	nt	1	1	nt	nt	7	-1
O=C(N=C1SC2CS(=O)(=O)CC2N1c1ccc(F)cc1F)C1CC1 (centres undefined)	5	-17	8	11	2	nt	-7	3
O=C(OCC(=O)N1CCN(c2ccccc2)CC1)c1ccccc1NCCO	-6	-10	-2	nt	-3	-0.6	nt	nt
CO[C@@H]1CN(C)C(=O)c2ccc(NC(=O)C3CC3)cc2OC[C@H](C)N(C(C)=O)C[C@@H]1C	-3	-8	6	-2	1	0.3	-5	-1
C/C=C/c1ccc2c(c1)O[C@H](CN(C)C(=O)CN(C)C)[C@@H](C)CN([C@@H](C)CO)S2(=O)=O	12	5	15	-4	1	-0.7	2	-2
O=C(CSc1nc2nn(-c3ccccc3)c(=O)c-2c2n1CCCCC2)NCCc1ccccc1	0	-1	-6	nt	0	0.4	nt	nt
COc1ccc(-c2nc(SC(C)C(=O)NCC3CCCO3)n[nH]2)cc1 (centres undefined)	-1	0	-10	-7	0	1.4	-5	0
COc1ccc(NC(=O)N(C)C[C@@H]2OCCCC[C@@H](C)Oc3ccc(NC(=O)Nc4ccccc4)cc3C(=O)N([C@H](C)CO)C[C@H]2C)cc1	0	-37	8	-2	2	0.0	4	3
O=C(NC(=S)Nc1ccccc1Br)c1ccco1	4	11	nt	1	-1	nt	-1	31
Cc1ccc(Nc2nc(C(=O)N3CCC(C(=O)NCCN4CCOCC4)CC3)cs2)cc1	2	-6	6	3	-3	nt	1	5
COc1cccc(-c2cn(CC[C@@H]3CC[C@@H](NS(=O)(=O)c4ccccc4Cl)[C@H](CO)O3)nn2)c1	2	-16	-5	-3	2	-0.2	-18	4
CCCC(=O)NC1=C(Cl)C(=O)c2ccccc2C1=O	6	11	25*	nt	27	nt	nt	nt
COc1cccc(-c2ccc(C3[C@@H]4CN(C(=O)Nc5ccc(F)cc5)C[C@H]3N4)cc2)c1 (some centres undefined)	13	41	nt	nt	-2	0.0	nt	nt
CCCNC(=O)N1[C@H](C#N)[C@@H](c2ccc(C3=CCCCC3)cc2)[C@@H]1CO	0	-47	-2	2	-2	-0.8	0	-4
O=C(NCCNC(=O)c1ccccn1)c1ccccc1	1	-12	-6	6	-3	0.3	-2	-2
O=C(CSc1nnc(-c2cccnc2)o1)Nc1ccc(Cl)cc1	1	3	-1	nt	-1	nt	nt	nt
CCOc1ccc(S(=O)(=O)N2CCCCC2)cc1NC(=O)C1CSC2(C)CCC(=O)N12 (centres undefined)	-1	-7	0	-1	0	nt	-6	2
OC[C@@H]1CN(C2CCCC2)C[C@H](n2cnc3c(NC4CCC4)ncnc32)O1	-3	-13	nt	-1	0	0.6	0	-8
O=C1c2cccc3cccc(c23)C(=O)N1c1ccc2ncccc2c1	nt	nt	-9	-5	nt	nt	-4	-2

From PubChem BioAssay
